hERG WT inh – qHTS for Inhibitors of KCHN2 3.1: Wildtype qHTS. Voltage-gated inwardly rectifying potassium channel KCNH2 (Homo sapiens), Q12809. U2OS, BacMam KCNH2, thallium flux FluxOr; stronger effect = lower value. hit rate 0.37% among 340,000. activity change, % at 1.84 µM;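 active = maximum activity change below -70%; inconclusive = maximum activity change between -70% and -50%; inactive = maximum activity change above -50%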; note: % is set by controls: 0 for no effect and ±100 for the full control effect
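U2OS cells were transduced with wild-type KCNH2 virus (2.03 x 10^8 / mL) for 4 h at room temperature, then cultured overnight at 37 C. Thallium flux was read with FluxOr dye. Rate constants were normalized to DMSO controls.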
A-T KAP1 phos – qHTS Assay for Identifying a Potential Treatment of Ataxia-Telangiectasia | hit rate 0.19% among 320,000 | Potency, µM (highest dose often 57.5 µM), for inactives: at the top dose activation, usual class: activators | […] A-T fibroblasts, KAP-1 phosphorylation AlphaLISA; neocarzinostatin DNA damage 30 min before lysis; note: potency is the fitted concentration of half-maximal effect; % of control where 0% means no effect; nearly all actives have a fitted effect of over 45% in size
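hTERT-immortalized A-T patient fibroblasts ([…]), 500 cells/well in OPTI-MEM, 1% FBS, got compounds for 60 min, then NCS for 30 min at 37C. Lysates were then assayed for phospho-KAP-1 by AlphaLISA (anti-pKAP1 donor, anti-KAP1 acceptor beads), 6 hr at 25C.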
MBNL1 CUG block – qHTS Assay for Inhibitors of MBNL1-poly(CUG) RNA binding; Muscleblind-like protein 1 (Homo sapiens), Q9NR56; TR-FRET MBNL1-His/biotin-(CUG)12 binding, 665/545 ratio; Potency, µM (top dose mostly 57.5 µM), without a hit: at the highest dose activity change, negative = inhibition, hits mostly inhibitors; hit rate 0.036% among 280,000; AID 2675, 2010; active = well fitted inhibition curve with a large enough effect in the signal ratio, with a control signal flat, not every such curve was filed as active; inconclusive = small, poorly fitted or top-dose-only effect, or effect the other way, or a change in a side signal; inactive = no such curve, though single readings can be large or run the other way; the % refers to the signal ratio; note: potency is the fitted concentration of half-maximal effect; % is set by controls: 0 for no effect and ±100 for the full control effect
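MBNL1-His + Biotin-(CUG)12, cpd titration 92 nM–58 uM; Tb anti-His Ab 0.055 ng/ul, SA-XL665 5 nM (final); 60 min RT; ratiometric 665/545 nm, Ex 340 nm; normalized to buffer and full-complex controls.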
TRPV1 ag – HTS Assay for Compounds that Act as Agonists of the Vanilloid Receptor 1 | Transient receptor potential cation channel subfamily V member 1 (Homo sapiens), Q8NER1 | TRPV1-expressing cells, Fluo-8 calcium influx, agonist mode | activation, % at 8.33 µM | hit rate 0.19% among 320,000 | AID 540275, 2011; in the data active = activation above about 80%; inconclusive = between about 30% and that limit; note: 0% is about no effect
Target sequence (Q8NER1 whole entry, looked up): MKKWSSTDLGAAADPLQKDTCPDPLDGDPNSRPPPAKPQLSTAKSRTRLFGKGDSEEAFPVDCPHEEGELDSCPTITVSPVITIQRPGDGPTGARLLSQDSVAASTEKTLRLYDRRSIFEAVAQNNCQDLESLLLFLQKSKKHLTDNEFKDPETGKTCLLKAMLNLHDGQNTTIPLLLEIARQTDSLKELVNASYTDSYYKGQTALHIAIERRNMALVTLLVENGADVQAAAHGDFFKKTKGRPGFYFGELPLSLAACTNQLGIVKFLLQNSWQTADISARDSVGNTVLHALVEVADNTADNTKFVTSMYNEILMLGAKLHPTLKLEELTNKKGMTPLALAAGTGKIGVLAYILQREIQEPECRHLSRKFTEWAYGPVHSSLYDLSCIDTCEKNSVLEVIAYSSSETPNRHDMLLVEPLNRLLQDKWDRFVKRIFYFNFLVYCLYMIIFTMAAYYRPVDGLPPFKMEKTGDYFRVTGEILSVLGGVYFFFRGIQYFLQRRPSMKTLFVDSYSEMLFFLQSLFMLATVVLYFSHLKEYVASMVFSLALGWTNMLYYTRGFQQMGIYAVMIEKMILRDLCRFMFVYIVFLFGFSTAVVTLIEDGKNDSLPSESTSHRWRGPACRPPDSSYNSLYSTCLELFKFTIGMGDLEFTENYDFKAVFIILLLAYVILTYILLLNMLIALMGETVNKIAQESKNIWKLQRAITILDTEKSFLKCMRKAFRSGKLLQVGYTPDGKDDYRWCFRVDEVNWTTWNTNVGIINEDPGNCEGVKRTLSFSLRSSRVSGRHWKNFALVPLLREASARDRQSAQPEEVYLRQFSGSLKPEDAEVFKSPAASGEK
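TRPV1-expressing cells were cultured overnight at 35.5C and loaded with Fluo-8 calcium dye for 40 to 90 min at room temperature. After a 10 s baseline, compound was added and calcium influx was read kinetically for 3 min (ex 480/em 520 nm).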
a7 integrin act – qHTS for Activators of Integrin-Mediated Alleviation for Muscular Dystrophy. alpha7betagal myoblasts, beta-gal FDG fluorescence, 48 h. Potency, µM (highest dose often 38.3 µM), for the others: at the top dose activation, most hits filed as activators. hit rate 0.064% among 350,000;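 note: potency is the fitted concentration of half-maximal effect; 100% = response of the positive control SU9516; nearly all actives have a fitted effect of over 60% in size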
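Alpha7betagal+/- myoblasts (passage 13) were plated 16-24 hr, then exposed to compounds (1:260 dilution of DMSO stock) for 48 hours at 37C. After MPER lysis, β-galactosidase reporter activity was read as FDG fluorescence (ex 480/em 540) after 30 minutes.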
MLL CXXC-DNA inh – qHTS Fluorescence Polarization Assay for Inhibitors of MLL CXXC domain - DNA interaction | AID 2662, 2010 | MLL-CXXC / FITC-HOXA9 DNA fluorescence polarization | Potency, µM (top dose mostly 115 µM), without a hit: at the top dose activity change, negative = inhibition, usual class: inhibitors | hit rate 0.037% among 290,000; active = well fitted inhibition curve with a large enough effect in the polarisation, with a control signal flat, not every such curve was filed as active; inconclusive = small, poorly fitted or top-dose-only effect, or effect the other way, or a change in a side signal; inactive = no such curve, though single readings can be large or run the other way; the % refers to the polarisation; note: potency is the fitted concentration of half-maximal effect
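Fluorescence polarization: 7 uM MLL-CXXC (stock) preincubated 5 min with compounds, then 50 nM fluorescein-HOX-A9 DNA (stock) added; 30 min ambient. Buffer 50 mM Tris-HCl pH 7.5, 50 mM NaCl, 1 mM DTT, 0.05% BSA.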
S-ASM inh – Inhibitors of Secretory Acid Sphingomyelinase (S-ASM): qHTS; Sphingomyelin phosphodiesterase (Homo sapiens), P17405; placental ASM, HMU-PC fluorogenic substrate, 60 min; Potency, µM (doses to about 57.5 µM), inactives show top-dose activity change, negative = inhibition, actives largely listed as inhibitors; hit rate 0.006% among 340,000; AID 504937, 2011; note: potency is the fitted concentration of half-maximal effect
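Steps: dispense placental human ASM, pin compound, wait 10 min at room temperature, add HMU-PC0 substrate at 9 uM final, incubate 60 min at 37 °C, add stop solution raising pH to 10, read fluorescence.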
KCNH2 3.1 block – qHTS for Inhibitors of KCHN2 3.1: Mutant qHTS | Potassium voltage-gated channel subfamily H member 2, brain isoform KCNH2 3.1 (human) | hit rate 0.95% among 340,000 | U2OS KCNH2 3.1, thallium flux FluxOr; stronger effect = lower value | activity change, % (tested at about 1.8 µM);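 active = maximum activity change below -70%; inconclusive = maximum activity change from -70% to -50%; inactive = maximum activity change above -50%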;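 note: thallium influx rate constant from kinetic fluorescence after stimulation buffer; % is set by controls: 0 for no effect and ±100 for the full control effect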
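Normalized rate constant (relative to positive and negative DMSO controls) derived from a 2 min kinetic fluorescence read after stimulation; U2OS cells expressing the 3.1 isoform via virus at 1.77 x 10^8 /mL.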
Coupling enz – qHTS Assay for Inhibitors of Fructose-1,6-bisphosphate Aldolase from Giardia Lamblia: Coupling assay counterscreen; activity change, negative = inhibition, % at 58.2 µM, hits read low; AID 2472, 2010; hit rate 0.67% among 290,000; coupling enzyme system counterscreen, AmpLite Red fluorescence; in the data active = activity change below about -30%; note: % is set by controls: 0 for no effect and ±100 for the full control effect
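Counterscreen lacking aldolase: glyceraldehyde-3-phosphate coupling-enzyme reagent preincubated 10 min at RT with compound (at 57.5 uM final), then substrate/coupling system with AmpLite Red added; fluorescence read at 525/598 nm after 20 min RT.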
GALK inh – qHTS Assay for Inhibitors of Human Galactokinase (GALK) | AID 1868, 2009 | Purified GALK, Kinase-Glo residual ATP luminescence | hit rate 0.007% among 270,000 | Potency, µM (top dose mostly 57.5 µM), inactives show top-dose activity change, negative = inhibition, most hits filed as inhibitors; note: potency is the fitted concentration of half-maximal effect; % is set by controls: 0 for no effect and ±100 for the full control effect
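The enzyme phosphorylates galactose (100 uM) using ATP (35 uM); inhibition is detected as higher residual ATP, quantified by bioluminescence after 1 h reaction at room temperature, pH 8.0.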
Numbers without * were called inactive; u = inconclusive; x = no result given; [ ] = another dose, or the depositor's remark. Unless noted, calls come from the whole dose curve; as a rule, active = well fitted curve in the direction sought with a large enough effect; inconclusive = small, poorly fitted or top-dose-only effect, or another doubt; inactive = no such curve, though single readings can be large; an effect the other way counts as inactive or inconclusive.

SMILES	hERG WT inh	A-T KAP1 phos	MBNL1 CUG block	TRPV1 ag	a7 integrin act	MLL CXXC-DNA inh	S-ASM inh	KCNH2 3.1 block	Coupling enz	GALK inh
CC1CCCC(NC(=O)c2ccncc2)C1C (configuration not stated)	0.1	-2.7%	2.9%	3.6	19.6%	0.7%	-1.2%	-2.1	2.0	-1.0%
Cc1ccc(C(=O)Nc2ccc(C)c(S(=O)(=O)Nc3ccccc3Cl)c2)s1	-12.6	-4.2%	-8.3%	u	-3.5%	-8.6%	-14.7%	-19.1	1.7	-1.5%
CN(C)CCn1c2ccccc2c2nc3ccc([N+](=O)[O-])cc3cc21	-1.0	-2.7%	u	2.1	-1.4%	9.4%	-11.6%	4.3	-9.9	-0.5%
CCc1ccc(OCC(=O)Nc2ccncc2)c(Br)c1	19.3	-6.2%	-5.8%	u	-41.9%	-5.7%	-1.6%	-3.4	-0.3	2.3%
Cc1ccccc1Cn1ccc(=NCc2ccccc2)cc1	-0.5	-2.0%	-7.6%	2.1	-20.8%	-4.2%	-3.3%	10.4	-2.4	3.1%
COc1cccc(CNCCNC(=O)c2ccco2)c1OC	11.5	-5.0%	-1.1%	7.3	0.0%	-9.8%	0.3%	0.2	0.8	0.0%
O=C(O)CNC(=S)N(Cc1ccc(F)cc1)C1CCCCC1	-0.6	-2.1%	-12.6%	1.4	17.9%	5.7%	7.3%	9.8	2.4	0.2%
COc1ccc(C2=NO[C@@H]3[C@@H]4C[C@@H]([C@H]5C(=O)N(c6ccc7c(c6)OCO7)C(=O)[C@@H]45)[C@H]23)cc1OC	17.1	2.3%	-6.7%	-1.1	4.0%	-6.4%	0.9%	7.0	0.2	0.7%
CCCCn1c(N)c(N(CC(C)C)C(=O)COC(=O)c2ccccc2NCCO)c(=O)[nH]c1=O	-5.6	1.8%	x	1.6	2.1%	x	x	8.3	x	x
CC(=O)c1ccc(NC(=O)N2CCc3ccccc3C2)cc1	-9.8	-3.0%	6.1%	u	26.4%	1.4%	-3.9%	9.4	-1.1	1.7%
Cc1ccc(NC(=O)Nc2cccs2)nc1	-13.3	-2.8%	-8.0%	17.7	-1.0%	1.8%	-0.8%	-8.1	-1.6	-1.8%
O=C(NNC(=O)C1C2CCC(C2)C1C(=O)O)c1ccc(Br)o1 (configuration not stated)	x	-3.2%	8.1%	11.1	x	5.6%	x	x	-1.0	0.1%
CCCCCn1c(CNC(=O)CC)nc2ccccc21	7.3	2.5%	-2.2%	24.3	-9.4%	2.0%	8.4%	-10.7	0.5	-0.1%
COc1cc2c(cc1OC)CN(S(C)(=O)=O)CC2	3.4	0.6%	-22.5%	0.4	-15.7%	0.4%	3.7%	-3.0	1.1	1.4%
COC(=O)NNC(=O)COc1ccc(Cl)cc1	-14.8	9.2%	12.1%	2.7	-0.3%[7.66 µM]	5.2%	-0.3%	15.6	0.3	-3.2%
COc1ccc(N2C(=O)C3C4C=CC(C4)C3C2=O)nn1 (configuration not stated)	-3.5	8.1%	4.0%	-0.1	-15.8%	-6.1%	-0.4%	1.1	0.8	4.0%
COc1ccc(C(=O)N2CCN(Cc3ccc4c(c3)OCO4)CC2)cc1OC	3.0	-0.1%	-6.7%	-7.1	-5.3%	-2.9%	-0.2%	4.3	-4.0	-2.4%
O=C(c1ccc(Cl)c(Cl)c1)N1CCC(=O)N(C(COCc2cccc(C(F)(F)F)c2)Cc2ccccc2)CC1 (configuration not stated)	5.3	x	u	-0.6	-2.6%	-1.4%	-14.0%	-21.1	-8.3	x
COc1ccc(NC(=O)CCS(=O)(=O)c2cccc3nonc23)cc1	4.8	-3.7%	u	1.8	-7.3%	2.9%	1.0%	-2.3	-0.8	1.6%
CC(=O)Nc1cc(C(=O)N2CCc3ccccc3C2)ccc1Sc1ccc(Cl)cc1	4.6	-1.1%	-3.8%	4.0	13.4%	3.3%	-2.4%	-21.0	-1.6	-1.2%
CN1C(=O)Cc2cc(S(=O)(=O)N3CCOCC3)ccc21	-10.2	-5.9%	-9.0%	-2.3	-11.9%	-4.1%	-0.3%	-11.5	-8.8	2.9%
COc1ccc(C2Nc3ccccc3C(=O)N2NS(=O)(=O)c2ccc(C)cc2)cc1 (configuration not stated)	-5.0	1.8%	-1.0%	1.6	-17.9%	2.3%	20.4%	-7.9	-1.1	-3.2%
CCOc1ncccc1C(=O)NCc1ccc(OC)cc1	0.2	-1.7%	-5.8%	6.5	-3.1%	22.1%	3.5%	-2.4	4.1	-2.9%
CCn1c(SCC(=O)N/N=C/c2cccs2)nc2ccccc21	x	-3.2%	u	11.5	-13.3%	-2.2%	-1.9%	-14.3	-1.4	1.0%

A few values from above.
CCn1c(SCC(=O)N/N=C/c2cccs2)nc2ccccc21 | MLL CXXC-DNA inh: -2.2%
COc1ccc(N2C(=O)C3C4C=CC(C4)C3C2=O)nn1 (configuration not stated) | GALK inh: 4.0%

Other entries follow:
SMILES	hERG WT inh	A-T KAP1 phos	MBNL1 CUG block	TRPV1 ag	a7 integrin act	MLL CXXC-DNA inh	S-ASM inh	KCNH2 3.1 block	Coupling enz	GALK inh
Cc1ccc(/C=C/S(=O)(=O)NCC(=O)OCC(=O)N2CC(=O)Nc3ccccc32)cc1	3.4	-5.9%	x	0.3	11.6%	-13.5%	-1.5%	1.3	-0.4	-3.2%
CCOC(=O)C1(CCOc2ccccc2)CCN(Cc2cnc(C)[nH]2)CC1	-5.1	2.6%	-4.1%	-0.8	-35.1%	-8.4%	-1.0%	7.6	-2.2	-0.2%
CCC(=O)c1c[nH]c(C(=O)NCCc2ccccn2)c1	4.3	9.9%	-9.2%	-1.1	-50.0%[inhibitor]	-5.2%	-0.4%	4.5	3.6	-2.3%
COc1cccc(-n2ccnc2SCC(=O)Nc2cc(OC)ccc2OC)c1	7.2	-4.7%	-9.2%	12.7	6.2%	-1.3%	1.2%	-41.0	-0.1	0.5%
COC(=O)c1c(C)noc1-c1ccc(Cl)cc1	1.6	1.8%	4.3%	12.0	-8.7%	1.2%	-1.7%	5.9	1.0	-1.7%
S=C1NCCc2ccccc2C1c1ccccc1 (configuration not stated)	-2.1	-1.0%	u	0.3	-24.4%	-0.7%	-1.7%	5.7	-20.3	-0.3%
CCSc1cc(N2CCCC2)nc(-c2ccc(C)cc2)n1	-6.6	u	u	-7.3	-9.1%	7.6%	-5.5%	-1.2	-2.8	2.7%
COc1cc2c(CCNC(C)=O)c[nH]c2cc1O	-8.6	x	x	x	x	20.1%	2.2%	-6.7	x	x
Cc1cc(OCC(=O)Nc2ccccc2N2CCCCC2)ccc1C(C)C	-36.7	19.4%	x	19.5	-15.6%	x	71.3%[activator]	-1.0	x	x
CCOC(=O)c1c(C)n(C)c2ccc(OCC(O)CN(CC)CC)cc12 (configuration not stated)	-2.8	8.1%	-7.0%	1.0	-17.2%	-14.6%	6.4%	-0.9	-1.8	1.2%
COc1ccccc1C(=O)Nc1cccc(C(=O)N2CCOCC2)c1	-6.4	-3.1%	1.7%	-4.5	20.8%	3.0%	2.3%	-6.4	-0.2	-3.6%
C=CCn1c(=O)c(C(=O)Nc2ccccc2S(N)(=O)=O)c(O)c2ccccc21	-21.3	-3.6%	-18.7%	2.5	-2.8%	4.0%	-1.0%	15.7	-10.3	10.8%
COc1cccc(-c2nc(CS(=O)CC(=O)NC(C)CCc3ccccc3)c(C)o2)c1 (configuration not stated)	-7.2	-0.4%	-4.8%	8.1	u	3.8%	-9.1%	-10.6	x	-5.2%
Cc1cc(O)c(/C=N/Nc2ccc(F)cc2)c(=O)o1	-0.6	-4.5%	1.5%	6.8	42.5%	17.4%	2.7%	-0.5	2.3	7.5%
Cc1cc([N+](=O)[O-])nn1CC(=O)Nc1nc2ccccc2s1	-2.3	-4.7%	13.1%	27.8	5.3%	-7.6%	-3.8%	-8.1	3.9	0.8%
CCn1cc(CNC(=O)CSc2nc(-c3ccc(OC)c(OC)c3)cc(C(F)(F)F)n2)c(C)n1	0.0	-2.9%	6.0%	u	-8.0%	21.2%	445.5%[activator]	6.7	-1.7	0.1%

Not a hit list, and some 2% of all compounds hit somewhere here.
